Screening results as filed in PubChem.
FBA Mtb inh = Mtb FBA enzyme inhibitors, primary screen, biochemical, fluorescence, strain H37Rv; inhibition, % at 1 µM; purified M. tuberculosis FBA, fluorescence read-out; 360,000 compounds, 2.3% hits; Fructose-bisphosphate aldolase (Mycobacterium tuberculosis (strain ATCC 25618 / H37Rv)), …; in the data active = inhibition above about 27%;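 also: 0% = vehicle and 100% = reference inhibitor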
Target sequence (P9WQA3 whole entry, looked up): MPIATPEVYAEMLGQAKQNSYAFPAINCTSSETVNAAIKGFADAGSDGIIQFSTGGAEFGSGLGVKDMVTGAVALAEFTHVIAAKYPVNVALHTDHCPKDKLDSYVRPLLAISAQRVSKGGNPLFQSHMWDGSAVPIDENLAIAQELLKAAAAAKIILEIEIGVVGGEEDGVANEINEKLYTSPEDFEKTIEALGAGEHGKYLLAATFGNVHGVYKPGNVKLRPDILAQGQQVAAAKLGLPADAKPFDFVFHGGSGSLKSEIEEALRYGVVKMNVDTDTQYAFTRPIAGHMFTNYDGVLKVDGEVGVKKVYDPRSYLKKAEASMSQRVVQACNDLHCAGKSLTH
Mtb BioA inh = M. tuberculosis BioA enzyme inhibitors, primary screen, biochemical, plate reader, single point, HTS | AID 602481, 2012 | purified M. tuberculosis BioA enzyme | 360,000 compounds, 0.096% hits | 7,8-diaminopelargonic acid synthase BioA (Mycobacterium tuberculosis) | inhibition, % at 9.99 µM; in the data active = inhibition above about 40%
MazEF act = activators of E. coli MazEF toxin-antitoxin RNase, primary screen, biochemical, fluorescence, uHTS. Endoribonuclease toxin MazF (Escherichia coli (strain K12)), P0AE70. FAM/BHQ RNA-DNA oligo cleavage fluorescence, 5 h. activation, % at 20 µM. 350,000 compounds, 0.32% hits. AID 504720, 2011; in the data active = activation above about 50%
Target sequence (P0AE70 whole entry, looked up): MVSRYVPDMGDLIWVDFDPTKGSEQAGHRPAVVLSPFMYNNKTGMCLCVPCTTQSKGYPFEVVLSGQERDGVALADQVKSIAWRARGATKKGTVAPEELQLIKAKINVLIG
BoNT F protease = BoNT/F light chain protease inhibitors, primary screen, biochemical, flow cytometry, MLPCN library; Botulinum neurotoxin type F light chain protease (Clostridium botulinum); Multiplex microsphere protease cleavage assay; inhibition, % at 10 µM; 360,000 compounds, 0.22% hits; in the data active = inhibition above about 35%, passing the limit was not always enough; also: plate controls were buffer without enzyme for full effect and enzyme alone for no effect
CCHFV vOTU inh = CCHFV vOTU protease inhibitors, primary screen, biochemical, Pep-AMC substrate, fluorescence; inhibition, % at 11.5 µM; AID 651958, 2012; Crimean-Congo hemorrhagic fever virus L polyprotein viral ovarian tumor (vOTU) protease …; 370,000 compounds, 0.55% hits; also: 0% = vehicle wells with enzyme and 100% = no enzyme wells
Mtb UGM inh = M. tuberculosis UGM enzyme inhibitors, primary screen, biochemical, fluorescence polarization, single point; UDP-galactopyranose mutase (Mycobacterium tuberculosis (strain ATCC 25618 / H37Rv)), …; purified UGM, fluorescence polarization probe displacement; inhibition, % at 10 µM; 320,000 compounds, 0.06% hits; AID 504406, 2011; in the data active = inhibition above about 10%, passing the limit was not always enough
Target sequence (P9WIQ1 whole entry, looked up): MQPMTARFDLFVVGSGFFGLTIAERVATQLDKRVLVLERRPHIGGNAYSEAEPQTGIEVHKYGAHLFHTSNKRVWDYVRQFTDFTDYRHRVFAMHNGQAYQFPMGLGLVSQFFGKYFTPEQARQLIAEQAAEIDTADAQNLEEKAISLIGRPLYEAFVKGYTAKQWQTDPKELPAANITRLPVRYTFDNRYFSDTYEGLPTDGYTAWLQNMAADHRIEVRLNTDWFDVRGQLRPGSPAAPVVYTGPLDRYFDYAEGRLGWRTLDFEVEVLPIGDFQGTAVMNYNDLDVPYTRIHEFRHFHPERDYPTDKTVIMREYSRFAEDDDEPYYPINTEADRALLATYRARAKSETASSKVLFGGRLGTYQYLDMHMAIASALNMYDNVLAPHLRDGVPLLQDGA
Rv3671c inh = Rv3671c serine protease inhibitors, primary screen, biochemical, fluorescence polarization, M. tuberculosis H37Rv; 320,000 compounds, 0.048% hits; P9WHR9; AID 2606, 2010; inhibition, % at 5.96 µM; in the data active = inhibition above about 38%;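 also: extracellular domain of Rv3671c used as enzyme; 0% = enzyme with DMSO and 100% = no enzyme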
GDH-TPI inh = GDH-TPI coupling enzyme inhibitors, primary screen, artefact control for M. tuberculosis FBA inhibitor project, biochemical, absorbance, full deck; GDH-TPI coupled enzyme counterscreen, NADH absorbance; inhibition, % at 4.8 µM; 360,000 compounds, 1.2% hits; AID 588335, 2011;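 also: 0% = DMSO wells and 100% = wells lacking the enzyme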
FadD28 FP inh = inhibitors of FadD28 bisubstrate probe binding, primary screen, biochemical, fluorescence polarization, single point; inhibition, % at 12.5 µM; Mycobacterium tuberculosis FadD28 fatty-acid-AMP ligase; 360,000 compounds, 0.22% hits; in the data active = inhibition above about 8.5%, passing the limit was not always enough
DUSP3 inh = VHR1 phosphatase inhibitors, primary screen, biochemical, absorbance, uHTS. Dual specificity protein phosphatase 3 (Homo sapiens), P51452. recombinant VHR phosphatase, pNPP absorbance. inhibition, % at 13.3 µM. 290,000 compounds, 0.52% hits; in the data active = inhibition above about 50%; also: some compounds called inactive have numbers as strong as hits
Target sequence (P51452 whole entry, looked up): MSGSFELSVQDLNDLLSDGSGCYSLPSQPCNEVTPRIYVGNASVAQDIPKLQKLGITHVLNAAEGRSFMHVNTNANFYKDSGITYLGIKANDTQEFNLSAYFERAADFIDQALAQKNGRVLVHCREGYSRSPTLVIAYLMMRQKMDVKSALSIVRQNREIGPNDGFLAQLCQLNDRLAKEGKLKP
An asterisk follows results filed as active; . = not tested or not shown; + = active, no number; & = joins results of further samples; ! = a repeat was not active. Rule as the data show it, unless noted: active = inhibition above about 30%; inactive = the rest. Only part of the results is shown; count on the stated rates, not on these rows.

Values in the order – FBA Mtb inh, Mtb BioA inh, MazEF act, BoNT F protease, CCHFV vOTU inh, Mtb UGM inh, Rv3671c inh, GDH-TPI inh, FadD28 FP inh, DUSP3 inh
COc1ccc(C[C@H]2COC(=O)[C@@H]2Cc2ccc(OC3OC(CO)C(O)C(O)C3O)c(OC)c2)cc1OC (stereo partly specified)
→ 0, -0.1, 5, -2, ., 2.0, -13, 6, -1.1, 12
Cc1ccc(=O)n(-c2ccccc2)c1
→ 6, 1.5, 2, 4, 2, -2.4, 7, 1, -3.2, .
O=c1oc2c(O)c(O)cc3c(=O)oc4c(O)c(O)cc1c4c23
→ 0, 5.5, 8, 1, ., 0.0, 1, 14, 14*, .
Oc1cc2c(cc1O)[C@H]1c3ccc(O)c(O)c3OC[C@@]1(O)C2
→ -1, -2.1, 231*, -5, -8, 2.7, -1, -3, -1.9, .
CCc1ccc(CCOc2ccc(CC3SC(=O)NC3=O)cc2)nc1 (stereo unspecified)
→ -1, 1.5, -1, 4, -7, -0.7, 6, 1, -2.0, .
COC(=O)C1=CO[C@@H](O[C@@H]2O[C@H](CO)[C@@H](O)[C@H](O)[C@H]2O)C2C1C[C@H](O)[C@@H]2C (stereo partly specified)
→ 0, -1.0, 4, -1, -10, -2.6, -4, 10, 0.3, .
NC1CCN(c2nc3c(cc2F)c(=O)c(C(=O)O)cn3-c2ccc(F)cc2F)C1 (stereo unspecified)
→ 7, 0.1, 5, -17, 6, -1.7, -2, 24, -1.0, .
O=C(O)c1cccnc1Nc1cccc(C(F)(F)F)c1
→ 1, 0.0, -5, 10, 16, 1.6, -5, 22, -0.5, 9
CC(=O)CCCCn1c(=O)c2c(ncn2C)n(C)c1=O
→ 2, 3.0&0.7, 8, -19, 18, -6.2, 10, 6, -3.3, 31&3
NC(N)=O
→ 0, -0.8, -1, -7, ., -1.8, 3, 10, -1.7, .
COc1cc([C@@H]2Oc3cc(C4Oc5cc(O)cc(O)c5C(=O)[C@H]4O)ccc3O[C@H]2CO)ccc1O (stereo partly specified)
→ -1, 0.8, 4, -12, ., -0.9, 9, 26, -0.5, .
CCCCCC(=O)O[C@]1(C(C)=O)CC[C@H]2[C@@H]3CCC4=CC(=O)CC[C@]4(C)[C@H]3CC[C@@]21C
→ 0, 0.9, -6, -13, 17, 3.3, 4, 0, -0.6, -7
CC(=O)Nc1ccc(CC(=O)O)cc1
→ -2, 0.2, 0, 0, -4, -1.1, -3, 1, 3.4, 12
CN(C)CCCC1(c2ccc(F)cc2)OCc2cc(C#N)ccc21 (stereo unspecified)
→ -1, 1.4, 6, -7, -3, 1.7, -7, -9, -3.8, 1&7
CC12CCC(=O)C=C1CCC1C2CCC2(C)C1CCC2(O)C(=O)CO (stereo unspecified)
→ 1, 12, -5, 1, 1, -0.9, -2, -2, -0.8, .
NOCC(=O)O
→ -1, 0.3, 4, -4, -3, 2.9, 0, 6, -0.9, .
CCCCNc1ccc(C(=O)OCCOCCOCCOCCOCCOCCOCCOCCOCCOC)cc1
→ -4, -0.5, 4, -4, 2, -2.2, -2, 5, -3.2, .
Oc1ccc(C2CNCCc3c2cc(O)c(O)c3Cl)cc1 (stereo unspecified)
→ 40*!, -0.5&-3.0, 7&11, 8&-22, -4&2, -0.2&1.3, -2&1, -1&7, -0.8&-0.7, .
Oc1ccc2c(c1)OCC1(O)Cc3cc(O)c(O)cc3C21 (stereo unspecified)
→ 4, -9.6, ., -12, -5, ., ., 8, 1.2, .
CC1(C)O[C@H]2CC(=O)OC[C@@]23C1CC(=O)[C@]1(C)C3CC[C@@]2(C)[C@H](c3ccoc3)OC(=O)[C@H]3O[C@]321 (stereo partly specified)
→ 2, 0.6, 8, 9, -3, -1.1, -3, -6, -0.4, .
Cc1ccc(N(CC2=NCCN2)c2cccc(O)c2)cc1
→ -1&-2&0, 0.2&1.0&0.2, 6&-13&10, -13&-7&-20, -3&5&0, -0.7&0.0, 5&4&3, 5&-3&-6, -3.0&-3.0&-3.9, 11&1
CNCCCN1c2ccccc2CCc2ccccc21
→ 2, 0.5&-2.0, 19, -13, 7, 4.2, 3, 4, -0.7, 12
C[N+]1(C)CCC(=C(c2ccccc2)c2ccccc2)CC1
→ 5, -0.3, 1, 4, -3, -1.4, -7, 11, 2.4, .
C1COC(NC(C2CC2)C2CC2)=N1
→ 2, -0.8, 6, 1, -1, -2.0, 1, -10, -4.5, -15
COc1ccc(-c2cc(=O)c3c(O)cc(OC4OC(COC5OC(C)C(O)C(O)C5O)C(O)C(O)C4O)cc3o2)cc1O (stereo unspecified)
→ 3, -0.5, 10, -4, 0, -2.8, 3, 42*, -2.3, .
COc1cc(-c2oc3cc(O)cc(O)c3c(=O)c2O[C@@H]2O[C@H](COC3O[C@@H](C)[C@H](O)[C@@H](O)[C@H]3O)[C@@H](O)[C@H](O)[C@H]2O)ccc1O (stereo partly specified)
→ 2, -2.0, 6, -6, 17, -0.5, 0, 23, 2.7, .
C/C=C(/C)C(=O)OC(C)(C)[C@@H]1Cc2c(ccc3ccc(=O)oc23)O1
→ +, 53*, 2, -1, -57, 0.6, 6, 8, -4.0, 1
Cc1cncn1CCc1nc2c3ccccc3nc(SCC(=O)Nc3cccc(Cl)c3)n2n1
→ -2, ., 21, -18, 10, 1.3, -12, 0, -2.1, 1
N[C@@H](Cc1c[nH]c2ccc(O)cc12)C(=O)O
→ 1, 1.0, 0, -14, -2, -2.7, 3, 7, 0.8, .
N#Cc1ccc(C(c2ccc(C#N)cc2)n2cncn2)cc1
→ 2, 0.2, ., 5, -1, ., ., 2, 0.7, 12

One compound at a time, from the list above. Order of values: FBA Mtb inh | Mtb BioA inh | MazEF act | BoNT F protease | CCHFV vOTU inh | Mtb UGM inh | Rv3671c inh | GDH-TPI inh | FadD28 FP inh | DUSP3 inh
`C/C=C(/C)C(=O)OC(C)(C)[C@@H]1Cc2c(ccc3ccc(=O)oc23)O1` in the list: + | 53* | 2 | -1 | -57 | 0.6 | 6 | 8 | -4.0 | 1
`Cc1cncn1CCc1nc2c3ccccc3nc(SCC(=O)Nc3cccc(Cl)c3)n2n1` in the list: -2 | . | 21 | -18 | 10 | 1.3 | -12 | 0 | -2.1 | 1

(continued)
Values in the order – FBA Mtb inh, Mtb BioA inh, MazEF act, BoNT F protease, CCHFV vOTU inh, Mtb UGM inh, Rv3671c inh, GDH-TPI inh, FadD28 FP inh, DUSP3 inh
CC1Cc2ccccc2N1NC(=O)c1ccc(Cl)c(S(N)(=O)=O)c1 (stereo unspecified)
→ 1, -0.9, -6, -19, -4, ., -2, 1, -0.3, 9
CCC(NC(C)C)C(O)c1ccc(O)c2[nH]c(=O)ccc12 (stereo unspecified)
→ 7, -0.4, 7, -5, ., 1.4, -4, 8, -2.6, 5
Cc1cccc2c1NC(=O)C2(c1ccc(O)cc1)c1ccc(O)cc1
→ -1, 4.9, 3, -22, -11, -0.6, -1, 10, -8.6, 26
CC(C)=CCOc1c2ccoc2cc2oc(=O)ccc12
→ 1, 1.4, 6, 3, 1, 0.3, 2, 3, 0.3, 1
CC1(C)C2CC[C@]3(C)[C@H](C(=O)C=C4[C@@H]5C[C@@](C)(C(=O)O)CC[C@]5(C)CC[C@]43C)[C@@]2(C)CC[C@@H]1O[C@H]1O[C@H](C(=O)O)[C@@H](O)[C@H](O)[C@H]1O[C@@H]1O[C@H](C(=O)O)[C@@H](O)[C@H](O)[C@H]1O (stereo partly specified)
→ -1, 0.1, ., -56, -1, ., ., 1, -1.9, .
CN1CCCN=C1COC(=O)C(O)(c1ccccc1)C1CCCCC1 (stereo unspecified)
→ -1, -1.1, 4, -4, -3, -0.4, 6, 3, -2.9, 1
CC[C@@H]1C(=O)OC[C@@H]1Cc1cncn1C
→ -2&-2, -3.5&-0.1, 9&0, -3&-5, -15&-2, -1.5&1.7, -5&-10, -18&4, -4.0&-1.0, 1&-2
C/C=C/C(=O)N(CC)c1ccccc1C
→ 2, -0.5, 1, -6, 1, ., -1, 0, -1.1, 30
CCOC(=O)[C@H](CCc1ccccc1)N[C@@H](C)C(=O)N1Cc2ccccc2C[C@H]1C(=O)O
→ 1, -0.6, 2, -2, -6, -2.3, -2, -6, -3.9, .
CCCCNc1ccc(C(=O)OCCN(C)C)cc1
→ 2, -2.2, -2, 2, 7, -2.7, -6, 19, -0.9, 5

The list goes on, starting with the last 2 of the part before.
Values in the order – FBA Mtb inh, Mtb BioA inh, MazEF act, BoNT F protease, CCHFV vOTU inh, Mtb UGM inh, Rv3671c inh, GDH-TPI inh, FadD28 FP inh, DUSP3 inh
CCOC(=O)[C@H](CCc1ccccc1)N[C@@H](C)C(=O)N1Cc2ccccc2C[C@H]1C(=O)O
→ 1, -0.6, 2, -2, -6, -2.3, -2, -6, -3.9, .
CCCCNc1ccc(C(=O)OCCN(C)C)cc1
→ 2, -2.2, -2, 2, 7, -2.7, -6, 19, -0.9, 5
O=C(O)CCC(=O)c1ccc(-c2ccccc2)cc1
→ 3, 1.4, 6, 0, 4, -1.8, 3, 7, -0.7, 1
CN(C)CCC[C@]1(c2ccc(F)cc2)OCc2cc(C#N)ccc21
→ -3, -0.1, 10, -3, 0, -1.9, 4, 1, -1.8, 13
COc1ccc(-c2cc(=O)c3c(O)cc(O[C@@H]4O[C@H](CO[C@@H]5O[C@@H](C)[C@H](O)[C@@H](O)[C@H]5O)[C@@H](O)[C@H](O)[C@H]4O)cc3o2)cc1O
→ -3, 1.2, 10, -5, 1, 1.5, 1, 38*, -3.0, -6
CCN(CC)CCOC(=O)c1ccc(N)cc1
→ 4, -2.2, 1, -19, -1, 2.6, -3, 7, -0.8, 10
COc1ccc(C2CNC(=O)C2)cc1OC1CCCC1 (stereo unspecified)
→ 1, 1.5, 5, -9, -5, -2.3, 8, 6, -2.7, 5&26
Nc1nc(O)c(N=Nc2ccc(S(N)(=O)=O)cc2)c(=O)[nH]1
→ ., ., 1, ., 5, 5.5, ., ., ., -20
Cc1c(C(=O)O)c(O)cc2c1C(=O)c1c(O)c([C@@H]3O[C@H](CO)[C@@H](O)[C@H](O)[C@H]3O)c(O)c(O)c1C2=O
→ -7, 3.0, 10, 0, 6, 1.6, -6, 30, 6.4, .
COc1ccccc1N1CCN(CCCN=C2CC(=O)N(C)C(=O)N2C)CC1
→ -1, -0.4, -6, -3, 3, ., -10, -5, -3.7, .
C=CC[n+]1ccc(/C=C2\C=Cc3cc(C)ccc3N2CC)c2ccccc21
→ 22, 27, 5, -19, ., ., ., 9, -1.7, -1

Another view of part of the listing above:
canonical_smiles	FBA Mtb inh	Mtb BioA inh	MazEF act	BoNT F protease	CCHFV vOTU inh	Mtb UGM inh	Rv3671c inh	GDH-TPI inh	FadD28 FP inh	DUSP3 inh
C=CC[n+]1ccc(/C=C2\C=Cc3cc(C)ccc3N2CC)c2ccccc21	22	27	5	-19	.	.	.	9	-1.7	-1
Nc1nc(O)c(N=Nc2ccc(S(N)(=O)=O)cc2)c(=O)[nH]1	.	.	1	.	5	5.5	.	.	.	-20
